Compound activity deposited in PubChem by several laboratories.
KOR beta-arrestin-1: KOR antagonists, beta-arrestin recruitment, cell-based, luminescence, uHTS (AID 1778); KOR beta-arrestin recruitment, luminescence, antagonist mode; higher % means a stronger effect; inhibition, % at 10 µM, or IC50 in µM where a hit was titrated; 0.091% of 290,000 active; note: strong numbers were not always called active
GPR55 antagonists: inhibition of LPI-stimulated GPR55 beta-arrestin translocation – imaging, U2OS, beta-arrestin-GFP, LPI agonist, primary screen (AID 2013); U2OS GPR55 beta-arrestin-GFP translocation imaging, LPI antagonism; higher % means a stronger effect; 0.13% of 290,000 active; inhibition, % at 10 µM, or IC50 in µM where a hit was titrated;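 active = spots per cell inhibited over 60%, with over 100 cells counted and total cytoplasm intensity under 500,000; inconclusive = wells with under 100 cells, flagged as likely toxic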;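 note: U2OS cells stably carrying GPR55 and arrestin-GFP stimulated by 5 µM LPI near EC80; imaged beta-arrestin-GFP aggregate spots per cell after agonist stimulation; plate controls were LPI-stimulated DMSO wells for no effect and DMSO wells without LPI for full effect; some results filed as inactive read as strong as hits; confirmed hits need IC50 under 10 µM and bright autofluorescent wells are also inconclusive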
NOD2 inhibition: NOD2 signaling inhibitors, cell-based, luminescence, uHTS, HEK293 (AID 1566) | 0.63% of 290,000 active | HEK293 NOD2/NF-kB luciferase reporter, luminescence; higher % means a stronger effect | one-dose inhibition, % at 4 µM; EC50 in µM for titrated hits; note: many of its hits are not listed in these tables
Myeloid diff MLP: compounds promoting myeloid differentiation | ER-HoxA9 myeloid progenitors, lysozyme-GFP differentiation, flow cytometry | calls only at 10 µM | 1% of 360,000 active | AID 624256;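 active = normalized GFP-positive differentiation at or above the plate's own cutoff, the solvent-only control mean plus 3 SD; inconclusive = no clear call, values can overlap the other calls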;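 note: cells exposed to compound for four days before flow analysis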
GPR35 arrestin U2OS: inhibition of zaprinast-stimulated GPR35 beta-arrestin translocation – imaging, U2OS, beta-arrestin-GFP, zaprinast agonist, primary screen (AID 2058); U2OS GPR35 beta-arrestin-GFP translocation imaging, zaprinast antagonism; higher % means a stronger effect; one-dose inhibition, % at 10 µM; IC50 in µM for titrated hits; 0.052% of 290,000 active;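 active = inhibition of at least 50% with at least 30 cells and total cytoplasm GFP at most 10,000,000; inconclusive = under 30 cells or total GFP of 10,000,000 plus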
GPR55 activation: selective activators of receptor GPR55 – imaging, U2OS cells, beta-arrestin-GFP redistribution, primary screen (AID 1961). 0.048% of 290,000 active. U2OS GPR55 beta-arrestin-GFP redistribution imaging; higher % means a stronger effect. activation, % at 10 µM; hits with a dose series show EC50 in µM;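 active = activation above 40% with more than 50 cells counted in the well; inconclusive = wells holding fewer than 50 cells, flagged as toxic or sparse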;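 note: U2OS osteosarcoma cells stably expressing GPR55 and beta-arrestin-GFP; plate controls were DMSO negative control for no effect and LPI positive control for full effect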
KOR beta-arrestin-2: KOR agonists, beta-arrestin recruitment, primary screen, cell-based, luminescence, uHTS (AID 1777) | KOR beta-arrestin recruitment, luminescence; higher % means a stronger effect | activation, % at 10 µM, or EC50 in µM where a hit was titrated | 0.02% of 280,000 active; in the data active = activation above about 50%, passing the limit was not always enough; note: a part of the inactive calls stands beside numbers as strong as those of hits
NOD1 inhibition: inhibition of NOD1-driven NF-kB reporter – cell-based, luminescence, uHTS, primary screen (AID 1578). NOD1-driven NF-kB luciferase reporter cells, luminescence; higher % means a stronger effect. one-dose inhibition, % at 4 µM; EC50 in µM for titrated hits. 1% of 290,000 active; in the data active = inhibition mostly above about 36%, no sharp cut-off; inactive = mostly below about 34%;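 note: HEK-293T reporter cells stimulated with the NOD1 agonist gamma-tri-DAP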
HIV fusion peptide: inhibitors of HIV fusion peptide binding, primary screen, biochemical, uHTS, fluorescence dequenching (AID 1986); cell-free peptide binding, fluorescence dequenching, 30 min; higher % means a stronger effect; inhibition, % at 20 µM, or IC50 in µM where a hit was titrated; 0.3% of 290,000 active; in the data active = inhibition mostly above about 52%, no sharp cut-off; inactive = mostly below about 76%; note: some results filed as inactive read as strong as hits
Myeloid diff MLP GFP+ MAC1+ %: also measured in Myeloid diff MLP; calls as there; GFP+ MAC1+ double positive, %; measured here: differentiation confirmed by MAC1 staining
Numbers without * were called inactive; i = inactive; u = inconclusive; x = no result given; [ ] = another dose, or the depositor's remark. Cut-off read from the data, not from the text of the source, unless noted: active = inhibition above about 50%; inactive = the rest.

| Molecule | KOR beta-arrestin-1 | GPR55 antagonists | NOD2 inhibition | Myeloid diff MLP | Myeloid diff MLP GFP+ MAC1+ % | GPR35 arrestin U2OS | GPR55 activation | KOR beta-arrestin-2 | NOD1 inhibition | HIV fusion peptide |
| --- | --- | --- | --- | --- | --- | --- | --- | --- | --- | --- |
| COc1ccc(N(CC(=O)Nc2cc(OC)ccc2OC)S(=O)(=O)c2c(C)nn(C)c2C)cc1 | 15.5% | 3.1% | -14.1% | i | 5.5 | -2.2% | -0.1% | 2.2% | -22.9% | 1.0% |
| CCCN1CCN(CCCNC(=O)c2cc3c(s2)-c2c(C)cccc2OC3)CC1 | -56.7% | 0.2% | 11.9% | i | 2.2 | 7.7% | -0.1% | -2.4% | -31.9% | -1.6% |
| CCN(CC)C(=S)SCC(=O)c1c(C)[nH]c2ccccc12 | 22.7% | 4.8% | 6.4% | i | 0.7 | -3.0% | 0.2% | -2.5% | -12.7% | 1.7% |
| CCn1cc(C(=O)NCCc2ccc(Cl)cc2)c(=O)c2ccc(C)nc21 | 20.1% | 7.9% | 36.2% | i | 0.4 | -17.5% | 0.5% | -1.6% | 0.7% | 1.9% |
| COc1ccc(/C=C/c2cc(C(=O)O)c3ccccc3n2)cc1 | 16.4% | 8.5% | -30.8% | i | 0.5 | -8.5% | -0.1% | 7.5% | 18.8% | 9.3% |
| COc1ccc(C2C(C(=O)N3CCN(c4ccccn4)CC3)CCC(=O)N2c2cc(OC)c(OC)c(OC)c2)cc1 (stereo unspecified) | -15.7% | 7.0% | 13.2% | i | 0.2 | -14.1% | -0.4% | -1.9% | -32.4% | 0.9% |
| O=C(O)CC/C(=N\Nc1ccc(S(=O)(=O)N2CCOCC2)cc1[N+](=O)[O-])c1cccs1 | 15.1% | -3.5% | 19.0% | i | 0.8 | -8.7% | 0.0% | -3.6% | -3.0% | 0.8% |
| O=C(O)Cn1c(=O)c(F)cn(C2CCCO2)c1=O (stereo unspecified) | -12.9% | -2.1% | 1.5% | i | 0.3 | -10.2% | -0.3% | -1.0% | -7.0% | 1.4% |
| COC(=O)C1=C(C)NC(C)=C(C(=O)OC)C1c1ccc(C)o1 | 2.0% | -3.1% | 17.5% | i | 0.5 | -14.8% | -0.3% | 2.8% | -5.8% | 0.2% |
| CCOC(=O)c1c(NC(=O)C2C3C=CC(C3)C2C(=O)O)sc2c1CCC(C)C2 (stereo unspecified) | 17.5% | 24.9% | 36.3% | i | 0.2 | -1.9% | 0.0% | 5.0% | 1.6% | 2.8% |
| COc1ccccc1C(CNc1ncccc1[N+](=O)[O-])N(C)C (stereo unspecified) | -29.2% | 10.1% | -9.5% | i | 0.8 | 8.9% | 0.0% | -3.2% | -23.5% | 15.6% |
| O=C(Nc1ccccc1)N1CCc2c([nH]c3ccccc23)C1C(F)(F)F (stereo unspecified) | -4.6% | 13.5% | 2.4% | i | 2.1 | 5.3% | 0.0% | -0.5% | 5.8% | 1.6% |
| Cc1cccc(-c2nc(CS(=O)CC(=O)NC(C)CCc3ccccc3)c(C)o2)c1 (stereo unspecified) | -41.9% | -17.9% | -18.6% | i | 0.5 | -10.0% | -0.2% | 3.4% | 20.6% | 0.3% |
| Cc1nc2ccc(S(=O)(=O)NC(C(=O)N3CCCCCC3)C(C)C)cc2s1 (stereo unspecified) | 14.0% | 0.3% | 6.9% | i | 2.3 | 2.8% | -0.2% | -2.4% | -5.0% | -0.5% |
| O=C1N(c2ccc(Cl)cc2)C(c2ccc(Cl)cc2)N2CCCN12 (stereo unspecified) | -2.8% | 1.9% | 13.9% | i | 0.7 | 2.3% | 0.2% | -3.8% | -10.5% | 2.0% |
| O=C(Nc1ccc2c(c1)OCO2)c1cnn2cccnc12 | 7.1% | -0.3% | -47.3% | i | 0.4 | -4.9% | 0.0% | -3.0% | -39.6% | -1.0% |
| Cc1ccc(C[n+]2cc(-c3ccc(Cl)cc3)n3c2CCC3)cc1 | 6.3% | 6.2% | 2.6% | i | 0.6 | -4.7% | -0.1% | 1.3% | -1.0% | -1.4% |
| COc1ccc(/C=C2\SC(=O)N(CCC(=O)N3CCCCC3)C2=O)cc1OC | -8.0% | 5.1% | -4.0% | u | x | -17.3% | -0.1% | 2.8% | 17.4% | -1.3% |
| O=C1/C(=C\c2ccc(O)cc2)SC(=S)N1c1cccnc1 | 11.4µM* | 3.6% | 11.9% | i | 0.1 | 14.9% | 0.2% | -13.9% | -25.1% | 0.3% |
| CC(=O)NC1(c2ccccc2)CCN(c2cc(C)nc(-c3ccccc3)n2)CC1 | -6.1%[20 µM] | 3.2% | 12.3% | i | 0.1 | 6.3% | -0.1% | x | 52.2%* | -2.8% |
| COCC(=O)Nc1cc(=O)n(C)c(=O)n1C | -3.2% | -7.2% | 8.0% | i | 1.2 | -14.4% | 1.0% | -1.2% | -2.2% | -1.5% |
| CC1=C(C(=O)OCc2ccc(C)cc2)C(c2ccc(O)c([N+](=O)[O-])c2)NC(=O)N1 (stereo unspecified) | -22.5% | 6.3% | 4.5% | i | 0.2 | -9.2% | 0.3% | 1.6% | 11.2% | -2.1% |
| O=S1(=O)CCN(OCc2ccc(F)cc2Cl)CC1 | -26.0% | 9.7% | 4.2% | i | 0.6 | 4.6% | 1.6% | -1.4% | -41.9% | -0.3% |
| CCc1cccc(CC)c1NC(=O)c1ccc(-n2cncn2)nc1 | -17.1%[20 µM] | 1.8% | 14.4% | i | 0.1 | -14.8% | -0.1% | -2.4% | -20.8% | 0.0% |
| CN(CC(=O)O/N=C(\N)c1ccccn1)S(=O)(=O)c1ccc(Br)cc1 | 6.2% | -5.4% | -10.2% | i | 2.8 | -2.9% | 0.0% | -2.3% | -9.0% | 0.0% |
| COc1cc([N+](=O)[O-])ccc1NC(=O)Cn1ccsc1=N | -13.5% | -7.2% | 10.9% | i | 0.8 | 1.3% | 0.4% | -0.4% | -4.2% | 0.5% |
| Cc1ccc(N(C(=O)c2csnn2)C(C(=O)NC2CCCC2)c2ccccn2)c(C)c1 (stereo unspecified) | 5.6% | -8.0% | 6.0% | i | 0.4 | 2.7% | 0.2% | 3.9% | -5.3% | 0.1% |
| CCc1ccc(Nc2nnc(SCC(=O)Nc3sccc3C(N)=O)s2)cc1 | -2.0% | -4.2% | -1.6% | i | 0.0 | -7.7% | 0.3% | -4.1% | 7.3% | 3.3% |
| Cc1ccc(-c2ccc(=O)n(Cc3ccc(F)cc3)n2)cc1 | 6.8% | -0.1% | x | i | 1.0 | 12.0% | -0.1% | -4.7% | x | 0.0% |
| CN(C)c1ccc(C(C(=O)NCC2CCCO2)N(C(=O)c2snc(C(N)=O)c2N)c2ccccc2)cc1 (stereo unspecified) | 0.6% | 3.2% | 40.3% | i | 0.7 | -7.7% | -0.2% | -1.7% | 7.6% | -2.0% |
| O=C(O)CCSc1nc2ccccc2s1 | 24.3% | -6.5% | 65.2%* | i | 1.5 | -3.1% | 0.3% | -2.9% | 71.4% | -0.6% |
| c1ccc(-n2ncc3c(NCC4CCCO4)ncnc32)cc1 (stereo unspecified) | 29.0% | 10.1% | -56.0% | i | 0.3 | 1.9% | 0.0% | -1.4% | -49.4% | -0.8% |
| COc1cc(C2C(C#N)=C(N)N(N(C)C)C3=C2C(=O)CCC3)ccc1O (stereo unspecified) | -5.7% | 6.5% | -20.5% | i | 0.3 | 4.1% | 0.3% | 1.6% | -2.1% | -1.0% |
| O=C(CNS(=O)(=O)c1ccc(Br)cc1)NC1CCCC1 | -2.7% | 17.5% | 2.1% | i | 5.8 | 13.0% | -0.1% | 1.6% | -15.6% | -0.7% |
| COc1ccc(Cn2nnc(C(=O)Nc3ccc4c(c3)OCCO4)c2N)cc1Br | -42.8% | -1.1% | -4.6% | u | x | -1.8% | 0.0% | 5.6% | -14.5% | -0.4% |
| Cc1cccc(N2CC(C(=O)Nc3nnc(SCc4cccnc4)s3)CC2=O)c1 (stereo unspecified) | -13.2% | 16.3% | 13.2% | i | 1.3 | -8.2% | -0.1% | 0.7% | -25.6% | 11.3% |
| CCC(C)NC(=O)c1ccc(CSc2nc3ccncc3n2Cc2ccc(F)cc2)cc1 (stereo unspecified) | -1.1% | 9.6% | -10.6% | i | 4.0 | 4.7% | -0.2% | -0.8% | -19.3% | 3.8% |
| Oc1cnc2ccccc2c1CN1CCOCC1 | -0.6% | 1.7% | 16.6% | i | 1.7 | -5.6% | -0.3% | -3.0% | 3.1% | 0.4% |
| Cc1onc(-c2c(Cl)cccc2Cl)c1C(=O)ONC(=O)c1ccccc1 | -0.1% | -2.9% | -1.4% | i | 0.1 | 5.3% | 0.8% | -0.9% | -9.9% | -1.6% |
| COc1ccc2cc(CN(CCCN3CCOCC3)Cc3nnnn3C3CCCCC3)c(=O)[nH]c2c1 | -26.2% | 3.3% | 9.8% | i | 3.5 | 2.0% | 0.1% | 0.8% | 4.1% | -0.3% |
| CCOc1ccc(S(=O)(=O)N(CC)CC(=O)NCc2cccnc2)cc1C | -38.1% | 2.9% | 12.6% | i | 0.4 | 15.6% | 0.3% | -3.9% | -12.6% | -1.9% |
| O=[N+]([O-])c1cccc(C2CC(c3ccccc3)=NN2c2ccccc2)c1 (stereo unspecified) | 19.5% | 10.2% | -3.1% | i | 0.1 | 2.5% | -0.2% | 0.5% | -1.5% | -0.7% |
| Cc1cc(NC(=O)C2CCN(S(=O)(=O)Cc3ccccc3)CC2)ccc1-n1cnnn1 | -7.7% | -5.9% | 15.1% | i | 2.4 | 4.0% | -0.2% | -4.1% | -12.5% | 1.6% |
| CCCOC(=O)c1ccc(Cl)c(NC(=O)c2ccc(-c3ccccc3)cc2)c1 | -36.8% | -5.4% | -20.5% | i | 0.7 | 0.2% | -0.1% | 6.5% | 3.5% | -0.8% |
| Cc1ccc(/C=[N+](\[O-])c2ccc(N(C)C)cc2)c2nsnc12 | -62.3% | 7.1% | -46.4% | u | x | -9.1% | -0.3% | 3.8% | -30.4% | 1.7% |
| NC(=O)c1ccccc1N/C=C/C(=O)c1ccc(Cl)cc1Cl | 1.7% | 0.0% | -267.5% | x | x | -1.9% | -0.2% | 5.8% | -6.3% | 0.5% |
| CN(C)S(=O)(=O)c1ccc(C(=O)N2CCCC2c2nc3ccccc3s2)cc1 (stereo unspecified) | 14.9% | 12.9% | 6.3% | i | 0.8 | -13.1% | 0.2% | 4.0% | -26.3% | 2.7% |
| CC(/C=C/c1ccco1)=N\NC(=O)CNc1ccc2ccccc2c1 | -9.4% | -5.7% | 9.2% | i | 0.4 | -0.2% | -0.5% | -3.9% | -37.9% | 8.1% |
| Cc1ccc(NC(=O)CC2NCCNC2=O)cc1 (stereo unspecified) | 34.1% | 12.1% | 2.9% | i | 0.9 | -9.7% | 0.0% | -2.7% | -17.4% | 1.9% |

Only part of the results is shown, so the mix of outcomes need not match the whole.
